uPA generation: blocks generation of uPA at the cell surface; Potency, µM (titrated, usually from 38.3 µM), inactives show at the top dose activity change, negative = inhibition, usual class: inhibitors; cell surface uPA generation assay, qHTS; hit rate 0.31% among 330,000; AID 540303; active = well fitted inhibition curve with a large enough effect; inconclusive = small, poorly fitted or top-dose-only effect; inactive = no such curve, though single readings can be large or run the other way; tested in mouse RAW 264.7 cells; note: potency is the fitted concentration of half-maximal effect; % is set by controls: 0 for no effect and ±100 for the full control effect; nearly all actives have a fitted effect of over 55% in size
Tb PFK block: T. brucei PFK enzyme inhibition | T. brucei PFK, ADP-Glo luminescence | O15648 | hit rate 0.17% among 330,000 | Potency, µM (doses to about 57.5 µM), for inactives: at the top dose activity, negative = inhibition, actives largely listed as inhibitors;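 note: potency is the fitted concentration of half-maximal effect; 0% = uninhibited 1x PFK enzyme wells and -100% = no-enzyme wells; nearly all actives have a fitted effect of over 60% in size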
Target sequence (O15648 whole entry, looked up): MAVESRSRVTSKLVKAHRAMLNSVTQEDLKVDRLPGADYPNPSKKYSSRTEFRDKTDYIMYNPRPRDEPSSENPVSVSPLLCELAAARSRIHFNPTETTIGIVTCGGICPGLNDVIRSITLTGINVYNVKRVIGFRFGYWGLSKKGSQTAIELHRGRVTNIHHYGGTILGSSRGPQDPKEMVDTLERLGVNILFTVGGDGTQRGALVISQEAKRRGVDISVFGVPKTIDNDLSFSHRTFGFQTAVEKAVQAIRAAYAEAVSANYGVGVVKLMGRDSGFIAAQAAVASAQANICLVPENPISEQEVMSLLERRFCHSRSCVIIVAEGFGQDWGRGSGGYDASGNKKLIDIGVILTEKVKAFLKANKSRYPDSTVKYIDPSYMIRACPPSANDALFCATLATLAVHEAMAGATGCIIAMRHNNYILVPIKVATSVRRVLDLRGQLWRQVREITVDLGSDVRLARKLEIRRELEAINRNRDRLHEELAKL
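1.25 nM PFK with 0.5 mM F6P and 0.1 mM ATP in 0.1 M TEA pH 8.0, 5 mM MgCl2, incubated 45 min at room temperature; ADP measured by ADP-Glo luminescence; compounds titrated up to 57 uM.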
ELG1 genotox: induces genotoxicity in HEK293T cells with luciferase-tagged ELG1 | HEK293T ELG1-luciferase reporter, luminescence, 16 h | Potency, µM (highest dose often 46 µM), without a hit: at the highest dose activity change, positive = activation, actives largely listed as activators | hit rate 1.3% among 330,000 | AID 504466; note: potency is the fitted concentration of half-maximal effect; % of control where 0% means no effect; nearly all actives have a fitted effect of over 60% in size
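ELG1-luciferase HEK293T cells, 2,000/well; compound pinned in; 16 hr, 37 °C, 5% CO2; ONE-Glo, 30 min RT; luminescence on CCD imager.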
Giardia kill: Giardia lamblia killing; Giardia lamblia trophozoite viability; AID 540267; hit rate 0.15% among 340,000; activity change, % at 7.66 µM, hits read low; in the data active = activity change below about -80%; inconclusive = between about -30% and that limit;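 note: parasites exposed to compound for two days anaerobically before the ATP read; % is set by controls: 0 for no effect and ±100 for the full control effect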
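Each well holds 100 Giardia trophozoites and compound. After two days (48 hrs) at 37 deg C in anaerobic conditions, ATP is quantified by luminescence.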
* hit, by the source's call; ? = inconclusive; [ ] = another dose, or the depositor's remark. Unless noted, calls come from the whole dose curve; as a rule, active = well fitted curve in the direction sought with a large enough effect; inconclusive = small, poorly fitted or top-dose-only effect, or another doubt; inactive = no such curve, though single readings can be large; an effect the other way counts as inactive or inconclusive.

Key to letters: A = uPA generation; B = Tb PFK block; C = ELG1 genotox; D = Giardia kill
CN(c1ccccc1)S(=O)(=O)c1cccc(C(=O)OCC(=O)NCc2ccccc2)c1
  A: 6%; B: -3%; C: -3%; D: 0

COc1ccc(/C=C/C(=O)OCC(=O)NCc2ccccc2Cl)cc1OC
  A: 4%; B: -1%; C: 2%; D: -3

CC1(C)CC2CC(C)(CN2C(=O)COC(=O)c2cccc([N+](=O)[O-])c2)C1 (centres undefined)
  A: 3%; B: 0%; C: -3%; D: -4

CN(C)c1cccc(-c2csc(N3CCC(C(N)=O)CC3)n2)c1
  A: 8%; B: 4%; C: 9%; D: -10

CCN(CC)C(=O)[C@H]1C[C@H](CC(=O)NCCN2CCOCC2)C(=O)N2CCc3c([nH]c4cc(-c5ccco5)ccc34)[C@]12C
  A: 4%; B: -2%; C: 6%; D: 9

CC(C)(C)OC(=O)C[C@H]1C/C=C\C[C@@H](CC(=O)NCCO)C(=O)N2CCC[C@H]2COC1=O
  A: 4%; B: -3%; C: 3%; D: 7

O=C(C[C@H]1C/C=C\CCCC(=O)OC[C@H]2CCCN2C1=O)NCCO
  A: 18%; B: 1%; C: 2%; D: -2

COc1cc(/C=C/C(=O)OCC(=O)c2ccc[nH]2)cc(OC)c1OC
  A: 4%; B: -5%; C: 8%; D: 8

C#CCOCCOCCOCCNc1nc(N2CCN(C(=O)C([C@@H](C)O)n3cc([C@@H](N)CCCCN)nn3)CC2)nc(N2CCN(C(=O)[C@H](CCCCN)n3cc([C@@H](N)CC(N)=O)nn3)CC2)n1 (some centres undefined)
  A: -2%; B: 3%; C: 3%; D: ?

O=C(CSc1nc2ccccc2o1)NC1CCS(=O)(=O)C1 (centres undefined)
  A: 6%; B: 0%; C: 1%; D: 1

Cc1nc(SCc2nc3ccccc3[nH]2)c2oc3cc([N+](=O)[O-])ccc3c2n1
  A: -2%; B: -3%; C: 0%; D: -1

C=CCNc1oc(-c2cccc(F)c2)nc1C#N
  A: -13%; B: 3%; C: 1%; D: -2

C[C@H](CO)N1C[C@H](C)[C@H](CN(C)Cc2ccccc2)Oc2ccc(NC(=O)Nc3ccc(F)cc3)cc2C1=O
  A: ?; B: 5%; C: -5%; D: 11

CC(C)(C)OC(=O)C[C@H]1C/C=C\C[C@@H](CC(=O)N[C@@H](CO)Cc2ccccc2)C(=O)N2CCC[C@H]2COC1=O
  A: 1%; B: 4%; C: -1%; D: -19

C[C@@]12C(=O)Nc3cc(F)c(F)cc3C(=O)N1[C@H]1c3cc(Cl)ccc3OC[C@@H]1[C@@H]2c1ccccc1
  A: ?; B: 10%; C: -1%; D: -19

COC(=O)[C@H](Cc1ccccc1)NC(=O)Cn1cnc(C(=O)Nc2ccc(C)c(C)c2)n1
  A: -8%; B: -1%; C: 6%; D: ?

Cn1nnnc1Sc1ncnc2scc(-c3ccc(Br)cc3)c12
  A: ?; B: 0%; C: -10%; D: -24

COc1ccc(C2=Nn3c(nnc3-c3ccccc3C(F)(F)F)SC2)cc1OC1CCOC1 (centres undefined)
  A: ?; B: 3%; C: -2%; D: 10

C=CC[C@H](CC(=O)NCCO)C(=O)N[C@@H](COC(=O)[C@H](CC=C)CC(=O)OC(C)(C)C)Cc1c[nH]c2ccccc12
  A: 0%; B: -1%; C: 0%; D: 12

O=C1N[C@@H](Cc2ccccc2)COC(=O)[C@H](Cc2ccc(F)cc2)CC/C=C/C[C@@H]1CC(=O)N(CCO)Cc1ccccc1
  A: ?; B: 1%; C: -8%; D: 15

C[C@@]12C(=O)Nc3cc(F)ccc3C(=O)N1[C@H]1c3cc(Br)ccc3OC[C@@H]1[C@@H]2c1ccccc1
  A: ?; B: -1%; C: -1%; D: -5

O=S(=O)(N(Cc1ccccc1)[C@H](CO)Cc1ccccc1)N(Cc1ccccc1)[C@H](CO)Cc1ccccc1
  A: 3%; B: -3%; C: 9%; D: 2

Cc1ccc2oc3c(SCc4nc5ccccc5[nH]4)nc(C)nc3c2c1
  A: -27%; B: 0%; C: -6%; D: -9

C[C@H](CO)N1C[C@H](C)[C@@H](CN(C)S(=O)(=O)c2cccs2)Oc2ccc(NC(=O)Nc3ccccc3)cc2C1=O
  A: 9%; B: 8%; C: -4%; D: 4

C[C@H](CO)N1C[C@H](C)[C@@H](CN(C)S(=O)(=O)c2ccccc2)Oc2ccc(NC(=O)NC3CCCCC3)cc2C1=O
  A: -8%; B: 2%; C: -3%; D: -1

COc1ccc(OC)c(-c2nnc3n2N=C(c2ccc(OC)c(OC4CCCC4)c2)CS3)c1
  A: ?; B: 0%; C: -1%; D: -1

CC(C)(C)OC(=O)C[C@@H]1C/C=C\C[C@H](CC(=O)N(CCO)Cc2ccccc2)C(=O)NCCOC1=O
  A: -1%; B: -1%; C: 0%; D: -8

CC(=O)Nc1ccc(S(=O)(=O)N(C)CC(=O)NNC(=O)Cc2nc3ccccc3n2C)cc1
  A: 3%; B: 5%; C: 2%; D: -1

Nc1ncnc2c1C(c1ccccc1)c1c(ccc3ccccc13)O2 (centres undefined)
  A: -18%; B: 0%; C: 8%; D: -27

CN(Cc1cccs1)C(=O)COc1cccc2c1OC(C)(C)C2
  A: 11%; B: 5%; C: 1%; D: 2

N#Cc1ccc(OCC(=O)NNC(=S)NC(=O)C2CC2)cc1
  A: 5%; B: 0%; C: -1%; D: 14

O=S(=O)(c1cccc(C(F)(F)F)c1)N1CCN(S(=O)(=O)c2ccc3c(c2)OCCO3)CC1
  A: 8%; B: 0%; C: -1%; D: -26

CC[C@@H]1C=C(C(=O)O)[C@H](c2ccc(Br)cc2)N1S(=O)(=O)c1ccc(C)cc1
  A: -6%; B: -5%; C: -1%; D: -10

CCc1ccc([C@@H]2CC=C(C(=O)O)[C@H](c3ccc(Br)cc3)N2S(=O)(=O)c2ccc(C)cc2)cc1
  A: 4%; B: 0%; C: -1%; D: 0

COc1ccc(-c2nc3ccc(Cl)cn3c2NC2CCCCC2)cc1SC1CCCCC1
  A: ?; B: 2%; C: 0%; D: -11

O=S(=O)(c1ccc2c(c1)OCCO2)N1CCN(S(=O)(=O)c2ccco2)CC1
  A: 4%; B: -1%; C: 1%; D: -10

Cn1nnnc1Sc1ncnc2scc(Br)c12
  A: 2.8µM*; B: -1%; C: -13%; D: -4

CSc1ncccc1C(=O)OCC(=O)N1CCc2ccccc21
  A: -1%; B: 2%; C: -3%; D: 0

COC(=O)[C@]1(Cc2ccccc2)N[C@H](CN(C)C(=O)c2ccc(C(C)(C)C)cc2)[C@@H]2C(=O)N(Cc3ccccc3)C(=O)[C@@H]21
  A: 4%; B: -2%; C: -5%; D: -23

O=C(C[C@@H]1C/C=C\C[C@@H](Cc2ccc(F)cc2)C(=O)OC[C@@H]2CCCN2C1=O)NCCO
  A: -1%; B: -7%; C: 1%; D: 25

COc1cc2sc3cc(NCCCN4CCOCC4)ccc3c(=O)c2cc1OC
  A: ?; B: 8%; C: ?; D: ?

COc1ccc(Cl)cc1NC(=O)CN(C)C(=O)Cn1cnnn1
  A: 5%; B: -2%; C: 1%; D: 18

COc1ccccc1NS(=O)(=O)c1cccc(NS(=O)(=O)c2ccc(Cl)c(C(=O)O)c2)c1
  A: 7%; B: 0%; C: 1%; D: 2

COc1ccc(-c2ccc3c(c2)O/C(=C\c2ccsc2)C3=O)cn1
  A: 10%; B: 0%; C: 9%; D: 9

CCCCCCCCCC(=O)N[C@@H]1c2cc(OC)c(OC)cc2C[C@H]1OCc1ccccc1
  A: 3%; B: 1%; C: -2%; D: 4

Eleven neighbouring records already listed, for reference:
Key to letters: A = uPA generation; B = Tb PFK block; C = ELG1 genotox; D = Giardia kill
COc1ccc(-c2nc3ccc(Cl)cn3c2NC2CCCCC2)cc1SC1CCCCC1
  A: ?; B: 2%; C: 0%; D: -11

O=S(=O)(c1ccc2c(c1)OCCO2)N1CCN(S(=O)(=O)c2ccco2)CC1
  A: 4%; B: -1%; C: 1%; D: -10

Cn1nnnc1Sc1ncnc2scc(Br)c12
  A: 2.8µM*; B: -1%; C: -13%; D: -4

CSc1ncccc1C(=O)OCC(=O)N1CCc2ccccc21
  A: -1%; B: 2%; C: -3%; D: 0

COC(=O)[C@]1(Cc2ccccc2)N[C@H](CN(C)C(=O)c2ccc(C(C)(C)C)cc2)[C@@H]2C(=O)N(Cc3ccccc3)C(=O)[C@@H]21
  A: 4%; B: -2%; C: -5%; D: -23

O=C(C[C@@H]1C/C=C\C[C@@H](Cc2ccc(F)cc2)C(=O)OC[C@@H]2CCCN2C1=O)NCCO
  A: -1%; B: -7%; C: 1%; D: 25

COc1cc2sc3cc(NCCCN4CCOCC4)ccc3c(=O)c2cc1OC
  A: ?; B: 8%; C: ?; D: ?

COc1ccc(Cl)cc1NC(=O)CN(C)C(=O)Cn1cnnn1
  A: 5%; B: -2%; C: 1%; D: 18

COc1ccccc1NS(=O)(=O)c1cccc(NS(=O)(=O)c2ccc(Cl)c(C(=O)O)c2)c1
  A: 7%; B: 0%; C: 1%; D: 2

COc1ccc(-c2ccc3c(c2)O/C(=C\c2ccsc2)C3=O)cn1
  A: 10%; B: 0%; C: 9%; D: 9

CCCCCCCCCC(=O)N[C@@H]1c2cc(OC)c(OC)cc2C[C@H]1OCc1ccccc1
  A: 3%; B: 1%; C: -2%; D: 4

New compounds follow.
Key to letters: A = uPA generation; B = Tb PFK block; C = ELG1 genotox; D = Giardia kill
CC(C)N(C(=O)[C@H]1CC(CC(=O)NCc2ccco2)C(=O)N2CCc3c([nH]c4ccccc34)[C@]12C)C(C)C (some centres undefined)
  A: -9%; B: 0%; C: 0%; D: 10

COc1cccc2c1oc1c(SCc3nc4ccccc4[nH]3)nc(C)nc12
  A: -8%; B: 10%; C: -3%; D: -18

C[C@]12c3[nH]c4ccc(Cl)cc4c3CCN1C(=O)[C@@H](CC(=O)NCCC1=CCCCC1)C[C@@H]2C(=O)N1CCOCC1
  A: ?; B: 1%; C: -2%; D: -10

CC(C)(C)OC(=O)C[C@H]1C/C=C\C[C@@H](CC(=O)N[C@H](CO)Cc2ccccc2)C(=O)N2CCC[C@H]2COC1=O
  A: 9%; B: -1%; C: -1%; D: -18

CCC[C@@H](CN1CCC[C@H]1CN1C(N)=NC[C@@H]1Cc1ccccc1)N1C[C@@H](Cc2ccccc2)N(CCCC2CCCC2)C1=N
  A: 12%; B: 6%; C: 3%; D: 6

O=C(OCC(=O)N1CCCCCC1)c1ccc(Br)c(S(=O)(=O)N2CCOCC2)c1
  A: -5%; B: -7%; C: -4%; D: -15

COc1ccc(C2/C=C\CN3CCC[C@H]3C(=O)N2Cc2ccc(F)cc2)cc1 (some centres undefined)
  A: -4%; B: 1%; C: 0%; D: -1

CN(C(=O)c1cccc(NC(=O)Cc2cccc([N+](=O)[O-])c2)c1)C1CCC1
  A: 14%; B: 1%; C: -3%; D: 30[activator]

CN(C(=O)OC(C)(C)C)[C@H](Cc1ccccc1)C(=O)N[C@H]1CCCCNC1=O
  A: -3%; B: 0%; C: 7%; D: -2

Cc1cccc(NC(=O)c2nc[nH]c2C(=O)N2CCN(c3ccccc3)CC2)c1
  A: 8%; B: 3%; C: 0%; D: -24

COc1cc(-c2noc(C)c2C(=O)NCCCN2CCOCC2)cc(OC)c1OC
  A: -5%; B: 0%; C: 4%; D: -13

C[C@@H]1COC(=O)[C@@H](NC(=O)OCC2c3ccccc3-c3ccccc32)C/C=C\C[C@@H](CC(=O)N(CCO)Cc2ccccc2)C(=O)N1
  A: ?; B: 0%; C: -3%; D: 2

O=C1CC/C=C\C[C@@H](CC(=O)N(CCO)Cc2ccccc2)C(=O)N2CCC[C@H]2CO1
  A: 7%; B: 2%; C: 1%; D: -16

C#CCOCCOCCOCCNc1nc(N2CCN(C(=O)[C@H](CCCN=C(N)N)n3cc(C(N)[C@@H](C)CC)nn3)CC2)nc(N2CCN(C(=O)[C@H](CCC(=O)O)n3cc([C@@H](N)CCCCN)nn3)CC2)n1 (some centres undefined)
  A: 6%; B: 8%; C: 6%; D: -22

CCOC(=O)CCC(=O)Nc1ncnc2c1C(c1ccccc1)c1c(ccc3ccccc13)O2 (centres undefined)
  A: -2%; B: 1%; C: -6%; D: -13

COc1cc(CCCN2CCNC[C@@H]2CC2CCCCC2)cc(OC)c1OC
  A: -10%; B: 5%; C: 2%; D: 17

A portion of the library; count on the stated rates, not on these rows.
